M5 ag – agonists of human muscarinic M5 receptor (CHRM5); activation, % at 3 µM; CHO-K1 hM5 cells, Fluo-8 calcium fluorescence; 0% DMSO wells, 100% maximal acetylcholine response; 0.19% of 360,000 active;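 active = activation above the run's mean over test compounds plus 3 SD, cut at about 23% in these data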;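 also: signal is peak over basal fluorescence ratio across the kinetic read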
Target sequence (P08912 whole entry, looked up): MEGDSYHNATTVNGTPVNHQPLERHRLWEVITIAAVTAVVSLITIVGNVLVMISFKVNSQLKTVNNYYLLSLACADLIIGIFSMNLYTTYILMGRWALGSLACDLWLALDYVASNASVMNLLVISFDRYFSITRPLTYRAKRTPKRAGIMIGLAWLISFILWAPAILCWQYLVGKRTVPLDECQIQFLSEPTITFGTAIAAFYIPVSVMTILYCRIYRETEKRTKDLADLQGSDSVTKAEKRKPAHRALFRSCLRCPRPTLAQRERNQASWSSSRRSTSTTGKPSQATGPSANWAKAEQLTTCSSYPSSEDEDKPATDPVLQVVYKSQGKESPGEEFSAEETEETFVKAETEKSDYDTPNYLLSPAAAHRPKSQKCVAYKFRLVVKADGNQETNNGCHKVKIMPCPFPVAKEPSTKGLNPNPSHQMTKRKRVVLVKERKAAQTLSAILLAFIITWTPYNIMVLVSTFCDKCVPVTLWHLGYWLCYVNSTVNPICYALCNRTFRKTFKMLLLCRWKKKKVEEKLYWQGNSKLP
CRFBP-R2 block – CRF-BP/CRF-R2 complex antagonism. 0.59% of 350,000 active. inhibition, % at 11.8 µM. HEK293 CRF-R2/CRF-BP, CRF-induced calcium fluorescence. AID 588475;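 active = inhibition of the ligand-induced calcium signal above about 50% at the single tested concentration, limit read from the data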
CRFR2-BP ag – agonists of human CRF-binding protein/CRF-R2 receptor complex | AID 588473 | 0.46% of 350,000 active | activation, % at 13.2 µM | HEK293 CRF-R2/CRF-BP, calcium dye fluorescence (FLIPR); percent of saturating CRF peptide response;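 active = activation of at least 50%, plus an integration ratio under a set limit after plate pattern correction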;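 also: plate controls were neutral control wells without compound for no effect and CRF at EC100 for full effect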
IDE cell inh – inhibitors of human insulin-degrading enzyme in cells; HEK cells, FAbetaB cleavage, fluorescence polarization; inhibition, % at 5.59 µM; 0.41% of 320,000 active; AID 434962;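 active = percent inhibition above the average of all tested compounds plus 3 SD, set per screening campaign, cut at about 16% in these data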;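 also: IDE supplied by intact live HEK cells; FP after avidin binding of uncleaved biotin substrate so inhibition keeps polarization high; 0% = DMSO wells and 100% = 60 µM reference IDE inhibitor Ii1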
M4 PAM – positive allosteric modulators of human muscarinic M4 receptor; 0.4% of 360,000 active; activation, % at 3 µM; CHO-K1 hM4/Gqi5, Fluo-8 calcium fluorescence, ACh EC20; 0% = ACh EC20, 100% = maximal ACh;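 active = activation above its plate's cutoff, the mean activation of sample wells plus 3 SD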; also: some results filed as inactive read as strong as hits
Target sequence (P08173 whole entry, looked up): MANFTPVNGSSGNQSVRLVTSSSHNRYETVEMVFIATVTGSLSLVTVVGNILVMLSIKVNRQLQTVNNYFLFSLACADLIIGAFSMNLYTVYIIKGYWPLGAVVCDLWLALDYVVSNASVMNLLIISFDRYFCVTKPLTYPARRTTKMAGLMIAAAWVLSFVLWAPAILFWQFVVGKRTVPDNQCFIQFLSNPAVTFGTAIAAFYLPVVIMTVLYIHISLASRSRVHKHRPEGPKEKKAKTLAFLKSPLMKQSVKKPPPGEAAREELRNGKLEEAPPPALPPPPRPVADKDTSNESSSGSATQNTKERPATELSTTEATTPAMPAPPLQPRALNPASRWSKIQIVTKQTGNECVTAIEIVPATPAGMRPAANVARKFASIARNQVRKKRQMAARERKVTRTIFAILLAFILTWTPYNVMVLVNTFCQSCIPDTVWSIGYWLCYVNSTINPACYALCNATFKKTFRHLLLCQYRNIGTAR
CHRM5 antagonist – CHRM5 antagonism in calcium assay; 0.59% of 360,000 active; AID 624040; CHO-hM5 cells, Fluo-8 calcium fluorescence, ACh EC80; inhibition, % at 3 µM;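 active = inhibition above a per-plate cutoff, the mean of that plate's test compounds plus 3 SD, cut at about 27% in these data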;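 also: 0% = acetylcholine EC80 with DMSO and 100% = DMSO without agonist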
M5 PAM – positive allosteric modulators of human muscarinic M5 receptor; CHO-K1 hM5, Fluo-8 calcium, ACh EC20 PAM; 0% = ACh EC20, 100% = ACh EC100; activation, % at 3 µM; 0.3% of 360,000 active;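 active = activation above the run cutoff, the mean activation of all test compounds plus 3 SD, cut at about 18% in these data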
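Assay system – human M5 receptor in CHO-K1 cells · Read-out – % activation, ACh-normalized · Technique – Fluo-8 calcium fluorescence · Dosing – single-point, 3 µM nominal · Incubation – Fluo-8 loading 80 min at 37 °C plus 30 min room temperature · Repeats – singlicate, one well per test compound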
M4 ag – agonists of human muscarinic M4 receptor (CHRM4). P08173. CHO-K1 hM4/Gqi5, Fluo-8 calcium fluorescence; vehicle 0%, full acetylcholine response 100%. activation, % at 3 µM. 0.14% of 360,000 active;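 active = activation above the run mean over all test wells plus 3 SD, cut at about 32% in these data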;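 also: peak over basal fluorescence ratio per well then scaled between controls; 0% = DMSO wells and 100% = acetylcholine at EC100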
M4 antag – CHRM4 antagonism in calcium assay; CHO-hM4 cells, ACh EC80, Fluo-8 calcium fluorescence; inhibition, % at 3 µM; P08173; 0.73% of 360,000 active;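 active = inhibition above its plate's cutoff, the mean inhibition of sample wells plus 3 SD, cut at about 27% in these data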;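 also: 0% = acetylcholine EC80 with DMSO and 100% = DMSO without agonist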
* hit, by the source's call; nt = not tested or not shown. Rows were taken by chance; about 2.9% have a hit in one of these screens.

SMILES	M5 ag	CRFBP-R2 block	CRFR2-BP ag	IDE cell inh	M4 PAM	CHRM5 antagonist	M5 PAM	M4 ag	M4 antag
CCOC(=O)c1ccc(Oc2nc(NC(C)(C)C)nc(N(C)C)n2)cc1	-2	-4	3.6	2	-10	5	-6	-3	-5
O=C(CN1C(=O)NC2(CCc3ccccc32)C1=O)NCC(=O)Nc1ccc(F)cc1 (stereo not given)	4	10	-0.5	-4	5	7	6	4	0
COc1nc(-c2ccccc2)nc(-c2ccccc2)c1C	-4	-1	3.5	-1	-4	10	-5	-1	-1
COc1cc2c(cc1OC)C(C(=O)O)C(c1ccc(C)o1)N(C)C2=O (stereo not given)	-3	0	-1.0	-2	0	-1	2	0	-3
CC(C)(C)c1ccc(C(CC(=O)O)NC(=O)CSc2ccccc2)cc1 (stereo not given)	-5	10	-1.6	-1	2	15	-5	1	4
Cc1ccc2sc(C)cc(=O)c2c1	1	-22	-2.0	nt	-2	1	-2	1	5
O=C(c1cccnc1)N1CCN(c2ccc3ccccc3n2)CC1	0	-3	-0.8	3	-6	0	-7	2	-6
Cc1ccc(NC(=O)c2cc(S(=O)(=O)NCCC3=CCCCC3)ccc2F)cc1F	-4	-38	1.8	1	-7	4	-9	0	3
Cc1cc(Nc2nnnn2-c2ccccc2)n(-c2ccc(Cl)cc2)n1	-1	11	41	3	2	4	-4	10	7
O=C(CNc1ccc(F)cc1)N/N=C/C1CC=CCC1 (stereo not given)	-2	-4	-0.1	1	1	5	-2	2	0
CC1CN(C(=O)Cn2c(C(F)(F)F)nc3ccccc32)CC(C)O1 (stereo not given)	-3	20	-0.1	3	-2	3	-8	0	-3
Cc1ccc(S(=O)(=O)N2CCOCC2)c2nsnc12	0	-1	0.2	-5	16	-10	9	-1	7
COc1cccc(CN(C)C(=O)c2cccc(OCc3ccccc3)c2)c1	-3	8	-0.2	1	-1	1	-2	0	1
COCCN(C(=O)CCc1nnc(CCc2c[nH]c3ccccc23)o1)C(C)C	-6	11	-1.6	-2	2	3	-5	1	10
C[C@H]1CN([C@@H](C)CO)C(=O)c2cccc(NC(=O)C3CC3)c2O[C@H]1CN(C)S(=O)(=O)c1ccccc1	0	-8	-1.1	-1	10	10	7	1	-7
COc1cc2c(cc1OC)C(COc1cc(C)cc(C)c1)N(C(C)=O)CC2 (stereo not given)	-4	7	-6.0	-1	7	0	-1	3	-8
C[C@@H]1CC=C[C@H]2[C@H]1C(=O)N(Cc1ccccc1)[C@H]2c1ccc(/C=C/c2ccccc2)cc1F	4	-2	1.6	8	9	-12	15	3	-6
COc1ccc(NC(=O)c2cc(C3CCCCN3C(=O)C3CC3)on2)c(C)c1 (stereo not given)	0	nt	nt	nt	6	14	5	2	-6
COc1ccccc1NC(=O)Cc1nc(=O)[nH]c(=O)[nH]1	1	-16	-2.2	nt	3	10	-9	1	-10
O=C1C2C3C=CC(C4CC34)C2C(=O)N1Cc1ccco1 (stereo not given)	-2	-1	1.1	4	18	0	3	1	1
O=C(C[C@H]1C/C=C\C[C@@H](Cc2ccc(F)cc2)C(=O)OC[C@H]2CCCN2C1=O)N[C@@H](CO)Cc1ccccc1	-1	-10	2.0	3	17	4	7	4	-10
NC(=O)N/N=C/c1ccc([N+](=O)[O-])o1	1	11	-0.9	-2	-2	1	-3	1	0
COc1ccc(C(=O)NCCSCc2ccccc2)cc1OC	-1	11	-2.3	8	-3	-19	1	2	-12
O=C(O)CSc1nnc(Cn2nnc3ccccc32)n1CCc1ccccc1	2	10	1.1	4	1	0	-5	0	-5
CCn1c(CNC(=O)COc2ccc(C(C)C)cc2)nnc1SCC(=O)NC1CCCCC1C (stereo not given)	0	-1	-2.2	9	2	5	0	0	10
CCc1cc(C(=O)N2CCN(c3ncccn3)CC2)sc1C	2	0	0.6	6	1	-10	10	3	-16
N#Cc1ccc(OCC(=O)N/N=C(\CCC(=O)O)c2cccs2)cc1	-5	-2	0.1	3	1	5	-1	1	0
O=C(c1cnn2c(C(F)F)cc(C3CC3)nc12)N1CCOCC1	-2	36	1.4	5	5	-5	-2	0	-5
COc1ccc(-c2ccc(=O)n(Cc3cc(=O)n4ccccc4n3)n2)cc1	4	20	4.7	5	3	-1	1	4	-12
CCOC(=O)CC1Sc2ccccc2NC1=S (stereo not given)	-1	-1	-2.3	-1	-3	-2	-1	0	7
COc1cccc(Nc2ccc(C(=O)O)cc2[N+](=O)[O-])c1	-2	7	1.8	1	-3	-6	-6	1	-5
COc1ccc(-c2ccc([C@H]3[C@H]4C=CC[C@@H](C)[C@@H]4C(=O)N3Cc3ccccc3)c(F)c2)cc1OC	0	0	5.4	-5	-4	2	3	3	11
CCOc1ccc2nc(N/C(N)=N/S(C)(=O)=O)nc(C)c2c1	1	0	-0.6	6	-10	4	5	1	7
Cn1c(N/N=C/c2cccs2)nc2c1c(=O)n(Cc1ccccc1)c(=O)n2C	-2	-34	-1.8	4	4	10	-2	2	-7
Cc1nc2c(-c3ccccc3)c[nH]n2c(=O)c1Cc1ccccc1	-2	36	17	-2	10	-3	0	-1	-19
CC1(C2CC2)NC(=O)N(CC(=O)NCc2ccc(Cl)cc2Cl)C1=O (stereo not given)	-3	-4	-0.7	-1	7	-5	10	1	-9
CC(=O)Oc1ccc2oc3c(c2c1)C(=O)CCC3	1	13	-0.6	-3	4	6	-3	0	-2
O=C(OCCCN=C1NS(=O)(=O)c2ccccc21)c1ccccc1	-2	-15	-0.2	6	-4	3	-2	2	4
O=C(Cc1ccc(-n2c(=S)[nH]c3ccccc3c2=O)cc1)N1CCN(c2ccccc2)CC1	-1	-8	-1.4	13	-15	-4	-9	8	-3
CCSc1ccc(-c2cccc([N+](=O)[O-])c2)nn1	-7	-2	-5.2	1	6	8	2	0	0
CCOc1ccccc1NC(=O)CSc1c(C)n[nH]c1C	-2	-7	0.0	4	8	0	-6	2	-1
CCOc1cc(/C=C2\N=C(C)OC2=O)cc(Br)c1OCC(=O)OC	2	-7	-1.4	1	0	-10	-2	0	4
COc1ccccc1CCCNC(=O)C1CCC(=O)N(CCCN2CCCC2=O)C1 (stereo not given)	-8	-3	4.2	-1	0	-7	0	0	-7
COC(=O)c1[nH]c2ccccc2c1NC(=O)CN1CCN(c2cccc(Cl)c2)CC1	1	-26	0.5	9	7	7	-5	9	-4
CC(C)c1ccc(NC(=O)C[n+]2ccn(C3=C([O-])c4ccccc4C3=O)c2)cc1	-3	-4	-0.2	9	3	-2	-6	3	-3
COC(=O)CCCC(=O)N(C)CC1CCCN(CCc2ccccc2C)C1 (stereo not given)	-8	10	-0.4	9	-3	-2	4	1	7
Cc1ccc2c(c1)nnn2C1CCN(CC(=O)Nc2ccccc2N2CCOCC2)CC1	-1	14	-3.1	7	-3	-5	-5	15	-5
CCC(C)(C(=O)NC1CCCCC1)N(C(=O)c1ccccn1)c1ccccc1 (stereo not given)	-2	2	0.3	5	-1	-1	0	0	6
Cc1ccc(C)c(N2CCN(C(=O)CCS(=O)(=O)c3ccc4c(c3)NC(=O)C(C)S4)CC2)c1 (stereo not given)	-1	-9	-0.8	-3	-9	16	-8	1	4
Cc1ccc(N2C(=O)CC(Sc3ncn[nH]3)C2=O)cc1C (stereo not given)	-2	-13	3.9	1	3	-2	4	1	1
COc1cccc(/C=C2\SC(=O)N(CCC(=O)N3CCCCC3CCO)C2=O)c1 (stereo not given)	4	-15	-1.1	2	-6	-11	-4	13	-1
O=c1c(-c2ccc(Oc3ccccc3)cc2)[n+]([O-])c2ccccc2n1OCc1ccccn1	-5	-12	4.0	-3	3	2	-5	3	-10
CCOc1ccc(-n2cc(C(=O)Nc3cccc(C)n3)c3cc(OC)c(OC)cc3c2=O)cc1	-2	5	1.5	8	-1	13	-2	1	10
Cc1ccc(NS(=O)(=O)c2ccc(C(=O)N3CCCCCC3)cc2)cc1	22	-17	16	-2	9	9	-9	15	-7
CC(=O)c1cc(C(=O)N2CCCC(CCC(=O)N(C)CCc3ccccn3)C2)cs1 (stereo not given)	0	3	-2.4	10	18	5	7	1	-7
COc1ccc(-c2cnc(NCc3cc4c(cc3[N+](=O)[O-])OCO4)n2C)cc1	-5	9	0.5	1	-12	-2	-4	4	-1
O=C(O)c1ccc(/C=N/N2CCN(Cc3cccc4ccccc34)CC2)cc1	-3	22	6.5	2	9	-4	14	0	-14
N/C(=N\OC(=O)c1ccc(Br)o1)c1cccnc1	-5	-6	0.1	6	-2	16	-2	1	4
O=C(CNS(=O)(=O)c1ccccc1)OCC(=O)c1c[nH]c2ccccc12	0	-14	-1.6	1	-1	4	-13	9	1
CCOC(=O)c1c(C)[nH]c(C(=O)CN2C(=O)NC(C)(c3ccc4ccccc4c3)C2=O)c1C (stereo not given)	5	-37	-0.6	-1	1	3	-3	8	-3

Two entries from above, as labelled records.
COc1ccc(-c2ccc(=O)n(Cc3cc(=O)n4ccccc4n3)n2)cc1
  M5 ag: 4
  CRFBP-R2 block: 20
  CRFR2-BP ag: 4.7
  IDE cell inh: 5
  M4 PAM: 3
  CHRM5 antagonist: -1
  M5 PAM: 1
  M4 ag: 4
  M4 antag: -12

COc1cccc(CN(C)C(=O)c2cccc(OCc3ccccc3)c2)c1
  M5 ag: -3
  CRFBP-R2 block: 8
  CRFR2-BP ag: -0.2
  IDE cell inh: 1
  M4 PAM: -1
  CHRM5 antagonist: 1
  M5 PAM: -2
  M4 ag: 0
  M4 antag: 1

Continuation:
SMILES	M5 ag	CRFBP-R2 block	CRFR2-BP ag	IDE cell inh	M4 PAM	CHRM5 antagonist	M5 PAM	M4 ag	M4 antag
Cc1onc(-c2ccccc2)c1C(=O)Nc1cccc2nsnc12	-5	26	0.7	-2	0	-4	-2	-1	6
Cc1c(F)cccc1NS(=O)(=O)c1ccc2c(c1)c(C)cc(=O)n2C	4	-1	-1.7	10	-3	1	-7	7	-6
Cn1c(=S)[nH]c2c(c1=O)C(C)(C)Cc1ccccc1-2	-1	-28	-0.4	4	3	12	-2	0	2
CCOC(=O)c1c(NS(=O)(=O)c2cccc(OC)c2)sc2c1CCC2	-2	33	37	7	2	-6	1	-1	-4
N#Cc1c(F)cccc1N1CCOCC1	0	0	-2.1	-5	9	4	-4	1	-2
CCOC(=O)C1=C(COc2ccccc2)NC(=O)NC1c1cccc([N+](=O)[O-])c1 (stereo not given)	-5	-2	-1.9	-3	2	-3	3	8	-17
CC(C)(C)C(=O)Nc1ccc(C(=O)N/N=C/c2ccccc2OC(=O)c2ccccc2)cc1	2	8	5.7	3	-9	4	-10	12	-1
CCOc1cc(/C=N/Nc2cc(C)nc(-n3nc(C)cc3C)n2)ccc1O	1	1	-0.7	0	1	5	-6	2	-9
COc1ccc2c(c1)cc(C(=O)O)n2C	4	-3	0.0	0	23	-3	10	0	12
Cc1cccc(Oc2ncc(-c3ccc(Cl)cc3)cn2)c1	-2	-2	0.9	2	6	2	2	0	-4
Cc1cc(C(=O)OCC(=O)N(CC(C)C)c2c(N)n(Cc3ccccc3)c(=O)[nH]c2=O)c(C)o1	-2	5	0.2	-2	-4	-3	-1	0	-4
COc1ccc(Cl)cc1-c1n[nH]c(=S)n1C	-2	19	0.9	-4	-5	-3	-2	0	-6
Cc1ccc(-c2nnn(CC(=O)Nc3nnc(C(C)C)s3)n2)cc1	0	-11	0.0	-4	6	5	-6	1	-4

Pulled by compound from above (two):
SMILES	M5 ag	CRFBP-R2 block	CRFR2-BP ag	IDE cell inh	M4 PAM	CHRM5 antagonist	M5 PAM	M4 ag	M4 antag
COc1ccc(Cl)cc1-c1n[nH]c(=S)n1C	-2	19	0.9	-4	-5	-3	-2	0	-6
CCOC(=O)c1c(NS(=O)(=O)c2cccc(OC)c2)sc2c1CCC2	-2	33	37	7	2	-6	1	-1	-4
